Screens: PubChem BioAssay, Broad Institute
INS-1E GSIS act: GLuc luminescence reporter in INS-1E cells, primary screen for activators of glucose-dependent secretion of insulin; INS-1E GLuc reporter insulin secretion, 2-3 h; activation, % at 16.6 µM; 0.61% of 370,000 active; AID 743287;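 active = lowest replicate activation of at least 40%, so every replicate reaches that level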;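 also: 0% = median of neutral control wells and 100% = median of IBMX positive control wells; some compounds called inactive have numbers as strong as hits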
esBAF inh: SWI/SNF esBAF complex inhibition; AID 602393; 2% of 350,000 active; reporter increase, % at 12.5 µM; mouse ES cells, Bmi1-luciferase knock-in reporter, 24 h; 100% = twice the neutral-well signal; in the data active = activation above about 40%;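 also: 0% = median of the plate's neutral control wells and 100% = double that signal; a rise in the Bmi1 reporter signal indicates esBAF inhibition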
ARNT-TACC3 inh: ARNT/TACC3 interaction disruption; Q9Y6A5; AlphaScreen His-ARNT PAS-B/GST-TACC3 binding, luminescence; TACC3 fragment carries E629A point mutation; inhibition, % at 9.99 µM; 0.66% of 390,000 active; AID 623870;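 active = mean inhibition of replicates at least 50% and at least half of replicates each reaching 50%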;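 also: 0% = complete ARNT plus TACC3 wells and 100% = ARNT alone without TACC3; many hits fall short of the cut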
XiGFP reactiv: X-chromosome reactivation activator. XiGFP mouse fibroblasts, % GFP-positive cells imaging, 3 d; cells co-treated with 5-aza-dC sensitizer; scaled so ellipticine positive control = 100%. activation, % at 7.58 µM. 0.055% of 360,000 active;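 active = mean normalized replicate activation at least 10% and every replicate at or above 10%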;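 also: 0% = median of on-plate neutral control wells and 100% = ellipticine 6 µM median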
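Material: SV40-immortalized XiGFP fibroblast cells, line 68-5-11 | Buffer or medium: DMEM containing 5-aza-dC | Dosing: One concentration, pinned | Times: 3 d treatment, 15 min room-temperature fixation | Controls: Ellipticine 6 µM positive control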
CFTR F508del cor: CFTR F508del correction in bronchial cells. CFBE cells, YFP halide quenching; stimulated with forskolin plus potentiator P3; % fluorescence drop versus neutral controls. activity (quench increase), % at 7.58 µM. 0.36% of 350,000 active. AID 720511;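 active = mean added fluorescence quench of at least 8% versus neutral control, with both replicates also reaching 8%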;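 also: cells transiently co-express mutant CFTR-F508del with the halide-sensitive YFP; corrector assay measuring rescue of mutant channel to the surface after 24 h compound exposure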
RAD54 branch: blocks human RAD54 Holliday junction branch migration; inhibition, % at 10.4 µM; Q92698; FAM/BHQ fluorescence; 0.14% of 360,000 active;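 active = mean normalized replicate activity at least 40 and at least half of replicates scoring 40 or more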;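 also: 0% = median of neutral control wells and 100% = median of positive control wells; inhibitors cause a drop in the FAM fluorescence signal; in these data hits start at about 50%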
ERAP1 HTS inh: blocks human ERAP1 aminopeptidase activity. Q9NZ08. recombinant ERAP1, Leu-AMC fluorescence, 60 min. inhibition, % at 10.7 µM. 0.15% of 340,000 active. AID 652197;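 active = mean replicate inhibition of at least 30%, or all replicates individually reaching that 30% level; inactive = mean below 30% and not every replicate reaching it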;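 also: 0% = neutral control wells and 100% = L-leucinethiol positive control wells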
RAD52 inh: inhibitors of human RAD52 DNA annealing. P43351. recombinant RAD52 DNA annealing, FRET fluorescence. inhibition, % at 18.7 µM. 0.46% of 360,000 active;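 active = every replicate showing at least 50% inhibition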
Target sequence (P43351 whole entry, looked up): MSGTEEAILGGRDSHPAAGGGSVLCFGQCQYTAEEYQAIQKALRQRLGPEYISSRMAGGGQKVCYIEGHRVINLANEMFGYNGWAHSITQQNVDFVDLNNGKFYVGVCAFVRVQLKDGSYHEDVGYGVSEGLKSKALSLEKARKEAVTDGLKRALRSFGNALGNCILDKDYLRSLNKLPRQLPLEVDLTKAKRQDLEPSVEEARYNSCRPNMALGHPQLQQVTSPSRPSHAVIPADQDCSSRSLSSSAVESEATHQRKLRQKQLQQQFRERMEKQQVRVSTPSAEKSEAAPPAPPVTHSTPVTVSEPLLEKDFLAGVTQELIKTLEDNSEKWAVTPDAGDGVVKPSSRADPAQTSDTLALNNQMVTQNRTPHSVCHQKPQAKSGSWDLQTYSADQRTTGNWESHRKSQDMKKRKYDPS
Numbers without * were called inactive; nt = not tested or not shown.

SMILES | INS-1E GSIS act | esBAF inh | ARNT-TACC3 inh | XiGFP reactiv | CFTR F508del cor | RAD54 branch | ERAP1 HTS inh | RAD52 inh
CN(C)C(=O)[C@@H]1[C@@H](CO)[C@@H]2Cn3c(ccc(/C=C/c4ccccc4)c3=O)[C@@H]2N1C(=O)c1cnccn1 | 4.4 | -5.4 | -1.3 | 0.2 | 2.2 | 7.0 | -24.4 | -6.8
COc1ccc(NC(=O)Nc2ccc3c(c2)C(=O)N([C@H](C)CO)C[C@@H](C)[C@H](CN(C)Cc2ccc(Cl)c(Cl)c2)OCCCC[C@@H](C)O3)cc1 | 7.7 | -1.6 | -3.7 | 0.1 | 1.1 | -4.8 | 3.5 | -12.3
O=C(NCCN1CCCCC1)[C@@H]1[C@@H](CO)[C@@H]2Cn3c(cccc3=O)[C@@H]2N1Cc1ccccn1 | 14.2 | 3.1 | 5.3 | 0.2 | nt | 2.3 | 2.3 | -10.9
CCN(CC)C(=O)C1=C(C)N(Cc2ccc(C(C)(C)C)cc2)C(=O)C(CC(=O)NCC2CCCCC2)C1 (stereo unspecified) | -21.5 | 1.6 | nt | 0.1 | 2.8 | -2.7 | 0.2 | -20.1
CCOC(=O)[C@@H]1CSCCS(=O)(=O)N1C(=O)[C@H](CC(C)C)NC(=O)OC(C)(C)C | -22.9 | nt | nt | 0.1 | -1.0 | nt | -2.1 | -6.0
COc1ccc(NC(=O)Nc2ccc3c(c2)CC(=O)N([C@@H](C)CO)C[C@H](C)[C@H](CN(C)Cc2ccc(-c4ccccc4)cc2)O3)cc1 | 14.4 | -1.3 | 16.3 | -0.6 | -0.3 | 6.5 | 0.2 | 0.8
COc1ccccc1-c1noc(CCCC(=O)Nc2ccc(C(N)=O)cc2)n1 | nt | nt | nt | -0.1 | -0.8 | 1.3 | nt | -28.7
Cc1ccc(N/N=C/C=C/c2ccco2)cc1 | -10.4 | nt | -1.3 | 0.3 | 0.1 | nt | -2.5 | -6.7
CCCC(=O)Nc1ccc(S(=O)(=O)N2CCC(c3nc4ccccc4[nH]3)CC2)cc1 | 4.6 | -1.8 | -1.2 | 0.2 | 1.7 | 3.3 | 1.3 | -1.9
CCOc1ccc(/C(O)=C2\C(=O)C(=O)N(CCOCCO)C2c2ccccc2OC)cc1 (stereo unspecified) | 2.7 | -0.7 | 2.7 | nt | nt | -7.9 | nt | nt
O=C(COc1ccc2c(c1)OCO2)Nc1ccc2c(c1)oc1ccccc12 | 80.8* | 6.2 | -4.5 | nt | nt | 2.7 | nt | nt
COc1cc(N2C(=O)CC3(CCCC3)CC2=O)cc(OC)c1OC | 3.3 | -0.8 | -1.4 | -0.1 | 1.9 | -2.7 | -2.4 | 12.5
CCn1cc(CNCc2cn(C)nc2-c2ccc(C3CCCCC3)cc2)cn1 | -36.3 | nt | -0.9 | 0.1 | -2.0 | nt | 0.8 | -39.1
COC(=O)Nc1ccc(S(=O)(=O)N2CCC(C(=O)N3CCCCC3C)CC2)cc1 (stereo unspecified) | -11.8 | nt | -15.9 | 0.3 | 2.3 | nt | 0.7 | 19.6
CC(C)n1nc(C(=O)Nc2nc3ccccc3[nH]2)c2ccccc2c1=O | 25.2 | 2.1 | -0.3 | 0.0 | -0.3 | 3.8 | -2.2 | -7.2
CCCNC(=O)N1[C@H](CO)[C@@H](c2ccccc2)[C@H]1CNC(C)=O | -2.4 | -1.0 | -6.8 | -0.1 | -0.2 | 5.6 | 0.7 | 9.4
S=c1[nH]nc(CSCCOc2ccccc2)o1 | nt | nt | 4.9 | 0.2 | -0.1 | nt | -2.4 | -9.3
O=C(c1ccc(Cl)cc1)C1CCN(C(=O)c2ccccc2F)CC1 | -8.9 | -1.9 | 0.6 | 0.1 | 0.5 | 5.4 | 0.4 | -8.1
Oc1cc2c(cc1CN1CCN(c3ncccn3)CC1)OCO2 | 18.0 | -9.7 | -32.3 | 0.1 | -3.1 | 6.3 | 4.0 | -10.4
Nc1ccn(C2CSC(CO)O2)c(=O)n1 (stereo unspecified) | 14.5 | nt | nt | -0.1 | 2.8 | nt | 1.7 | 8.8
CC1CN(CC(=O)Nc2ccc([N+](=O)[O-])cc2Br)CC(C)O1 (stereo unspecified) | 4.5 | nt | 0.7 | 0.3 | -1.5 | nt | -0.7 | -4.4
O=C(Nc1cccnc1)c1cc(-c2ccccc2O)on1 | 7.0 | 5.7 | -7.1 | 0.4 | 0.8 | nt | nt | -0.3
Cc1ccc(NC(=O)c2ccc(OCc3c(C)noc3C)cc2)cc1C | 12.5 | 36.3 | nt | -0.1 | -0.3 | 1.9 | 2.2 | -7.5
Cc1[nH]n(-c2ccccc2)c(=O)c1C(C[N+](=O)[O-])c1ccc(Cl)cc1 (stereo unspecified) | -23.1 | -0.4 | 9.6 | 0.2 | nt | -10.4 | nt | nt
Cc1ccc(S(=O)(=O)N(C)C[C@@H]2Oc3c(NC(=O)Nc4ccc(C(F)(F)F)cc4)cccc3C(=O)N([C@@H](C)CO)C[C@H]2C)cc1 | -8.3 | 9.6 | -2.5 | -0.2 | -2.3 | 7.1 | 0.7 | 10.3
Cc1ccccc1NC(=O)NC(C)(C)CC(C)(C)C | 12.3 | -5.5 | -5.4 | 1.4 | 1.8 | -19.9 | nt | -14.1
C[C@H]1CN([C@@H](C)CO)S(=O)(=O)c2ccc(C#CCN(C)C)cc2O[C@@H]1CN(C)Cc1ccccn1 | 5.7 | -3.1 | -5.2 | -1.1 | -3.7 | 3.6 | 6.5 | -13.4
CCOC(=O)COn1c(=O)c(-c2ccc(C)cc2)[n+]([O-])c2ccccc21 | 21.4 | 18.6 | 1.6 | 0.0 | -1.7 | 7.4 | 3.0 | -6.5
COc1ccc(/C=C/C(=O)c2c(O)ccc3c(C)cc(=O)oc23)cc1 | 4.0 | nt | 20.2 | 0.0 | -0.2 | nt | 1.2 | 0.3
CN1C=CC(=C[N+](=O)[O-])N(C)C1=O | 3.7 | nt | nt | -0.1 | 0.8 | nt | 2.9 | -4.2
CO[C@H]1CN(C)C(=O)c2ccc(NC(=O)Nc3cccc(F)c3)cc2OC[C@H](C)N(C(=O)Nc2c(C)noc2C)C[C@@H]1C | -0.6 | 1.9 | 12.8 | -0.2 | -0.4 | -3.8 | 0.6 | -2.9
COc1cc(NC(=S)NCCCN2CCOCC2)cc(OC)c1OC | 3.6 | nt | 25.8 | -0.1 | 3.3 | nt | 6.3 | -1.9
CCOc1ncccc1C(=O)OCc1ccc(C(=O)OC)cc1 | 45.6 | nt | 4.9 | 0.5 | -1.6 | nt | 1.0 | -7.7
NC(=O)C1CCN(C(=O)CC(c2ccccc2)c2ccccc2)CC1 | 6.5 | 2.1 | -4.1 | 0.0 | 0.0 | -16.3 | 0.3 | -8.5
OC(c1cc(-c2ccc(C(F)(F)F)cc2)nc(C(F)(F)F)c1)C1CCCCN1 (stereo unspecified) | -28.7 | -23.7 | 7.5 | 0.8 | -3.4 | 5.4 | 0.2 | -1.2
COC(=O)c1c(NC(=O)CSc2nncs2)sc2c1CCCCC2 | nt | -2.2 | -2.3 | nt | -3.2 | -4.6 | -1.6 | -6.5
C[C@@H]1CN([C@@H](C)CO)C(=O)c2cc(C#Cc3cccnc3)cnc2O[C@@H]1CN(C)C | 13.6 | 3.0 | 1.0 | -1.2 | 0.3 | 12.6 | -1.6 | 8.7
O=C(Nc1ccccc1)c1ccc(-c2ccccc2)s1 | 1.4 | nt | -0.5 | 0.0 | 1.4 | nt | -2.3 | -12.8
CS(=O)(=O)NCCCCNc1ccc(C(F)(F)F)cc1[N+](=O)[O-] | -51.5 | nt | 4.6 | 0.0 | 3.9 | nt | 5.2 | -25.1
O=C(NCCN1CCN(c2ccccc2)CC1)Nc1ccc(Cl)cc1 | -14.7 | -2.6 | -2.8 | 0.2 | -4.2 | -6.8 | 3.4 | -7.5

Reformatted: 3 of the compounds above
canonical_smiles: CCOC(=O)COn1c(=O)c(-c2ccc(C)cc2)[n+]([O-])c2ccccc21
  INS-1E GSIS act: 21.4 | esBAF inh: 18.6 | ARNT-TACC3 inh: 1.6 | XiGFP reactiv: 0.0 | CFTR F508del cor: -1.7 | RAD54 branch: 7.4 | ERAP1 HTS inh: 3.0 | RAD52 inh: -6.5
canonical_smiles: COc1ccc(/C=C/C(=O)c2c(O)ccc3c(C)cc(=O)oc23)cc1
  INS-1E GSIS act: 4.0 | esBAF inh: nt | ARNT-TACC3 inh: 20.2 | XiGFP reactiv: 0.0 | CFTR F508del cor: -0.2 | RAD54 branch: nt | ERAP1 HTS inh: 1.2 | RAD52 inh: 0.3
canonical_smiles: CN1C=CC(=C[N+](=O)[O-])N(C)C1=O
  INS-1E GSIS act: 3.7 | esBAF inh: nt | ARNT-TACC3 inh: nt | XiGFP reactiv: -0.1 | CFTR F508del cor: 0.8 | RAD54 branch: nt | ERAP1 HTS inh: 2.9 | RAD52 inh: -4.2

Later entries.
SMILES | INS-1E GSIS act | esBAF inh | ARNT-TACC3 inh | XiGFP reactiv | CFTR F508del cor | RAD54 branch | ERAP1 HTS inh | RAD52 inh
O=C(NCCn1cccc1)c1cccc2ccccc12 | 0.9 | 1.2 | 19.2 | nt | nt | 2.9 | nt | nt
C[C@H]1CN([C@@H](C)CO)S(=O)(=O)c2ccc(-c3ccc(C#N)cc3)cc2O[C@@H]1CN(C)Cc1cccc(F)c1 | -7.0 | -5.6 | 9.5 | -1.3 | 2.7 | -5.4 | -2.2 | -15.2
CC(=O)Nc1ccc(NC(=O)C2Cc3c(-c4cccc(NC(C)=O)c4)ccnc3O2)cc1 (stereo unspecified) | -7.2 | -0.5 | nt | 0.1 | 1.9 | 4.2 | 0.7 | -4.1
Cc1cc(=O)[nH]c(N/N=C/CCc2ccccc2)n1 | 10.6 | nt | nt | 0.2 | nt | nt | -1.7 | -7.4
Cc1cc(OCC(=O)NCCc2c[nH]c3ccccc23)c2c(C)c(C)c(=O)oc2c1 | 16.2 | -3.3 | 6.7 | nt | 4.0 | 10.0 | 0.2 | -4.9
O=C1C=CN2CCOCC2C1 (stereo unspecified) | -4.9 | -3.2 | 1.6 | -0.1 | -0.2 | -3.8 | -2.0 | -18.0
CCCc1cn(CC[C@@H]2CC[C@H](NC(=O)C3CC3)[C@@H](CO)O2)nn1 | 10.3 | -2.0 | 12.2 | 0.0 | -1.9 | -6.1 | 1.0 | 14.4
CNC[C@@H]1Oc2ncc(C#Cc3ccccc3F)cc2C(=O)N([C@@H](C)CO)C[C@@H]1C | -5.3 | -3.8 | nt | 0.0 | 2.7 | nt | nt | nt
OCC[C@@H]1C[C@H](O)[C@@H](O)[C@@]2(OCCCc3cc(C(F)(F)F)ccc32)O1 | 10.4 | -3.0 | nt | 0.0 | -0.4 | 1.2 | -0.5 | -9.0
COCC(=O)N1CC(=O)N2[C@H](C1)[C@H](c1ccc(Br)cc1)[C@@H]2CO | 1.7 | nt | nt | 0.1 | -5.8 | nt | 3.6 | 6.3
COc1ccc(S(=O)(=O)Nc2ccc3c(c2)C(=O)N([C@@H](C)CO)C[C@@H](C)[C@@H](CN(C)S(C)(=O)=O)OCCCC[C@@H](C)O3)cc1 | 1.1 | 0.4 | 3.4 | 0.0 | -2.0 | 1.3 | 0.8 | -17.8
CC(=O)c1ccc(S(=O)(=O)NCC(=O)N2CCN(C/C=C/c3ccccc3)CC2)cc1 | 7.7 | 4.5 | -2.7 | 0.0 | 3.7 | 2.6 | -0.9 | -37.6
CCn1nc([N+](=O)[O-])c(C(C#N)c2nc3cc(C(F)(F)F)ccc3s2)c(Cl)c1=O (stereo unspecified) | -34.6 | -12.1 | 27.9 | nt | nt | 11.5 | nt | nt
CC(OC(=O)CNC(=O)c1ccc(Cl)c([N+](=O)[O-])c1)C(=O)NCc1ccco1 (stereo unspecified) | -17.5 | -3.3 | -5.3 | 0.0 | -3.4 | -7.7 | -3.0 | -43.8

Outcome played no part in choosing rows; overall some 3.3% were active at least once.
